# Pf growth 48h: P. falciparum growth inhibition at 48 hours (one generation); P. falciparum luciferase growth in erythrocytes, 48 h; Potency, µM (doses to about 28.7 µM), for the others: top-dose activity change, negative = inhibition, most hits filed as inhibitors; 310,000 compounds, 5.9% hits; AID 504832; further: potency means the concentration at half of the fitted maximal effect; on the % scale 0 is the no-effect control and ±100 the full control effect
#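 Compounds are pin-transferred into medium, infected erythrocytes (2% hematocrit, 0.1% parasitemia final) are added, and plates sit one parasite generation at 37 C in 5% CO2. Detection reagent is then added and luminescence measured.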
# CHX counter: counter-screen for Shiga toxin inhibitors: cycloheximide protein synthesis inhibition. cell reporter, cycloheximide protein synthesis inhibition counterscreen. max response, %. 300,000 compounds, 12% hits; in the data active means max response mostly above about 13%, no sharp cut-off; inactive means mostly below about 14%; further: read at 38.3 µM for the half of the compounds with a filed dose; 0% is about no effect
# Sm TGR block: inhibitors of Schistosoma mansoni thioredoxin glutathione reductase. Q962Y6. purified TGR, DTNB reduction, TNB absorbance 405 nm. Potency, µM (series often up to 114 µM), inactives show at the highest dose activity change, negative = inhibition, most hits filed as inhibitors. 360,000 compounds, 3% hits. AID 485364; further: potency means the concentration at half of the fitted maximal effect; on the % scale 0 is the no-effect control and ±100 the full control effect; nearly all actives have a fitted effect of over 60% in size
#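 TGR 20 nM + NADPH 100 uM (dispensed conc.), cpd preinc 15 min RT; start with NADPH (500 uM addition) then DTNB (15 mM addition). Kinetic TNB absorbance, 405 nm filter. Four-parameter Hill fit across titration.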
# Pf growth 96h: P. falciparum growth inhibition at 96 hours; Potency, µM (series often up to 28.7 µM), for inactives: at the top dose activity change, negative = inhibition, most hits filed as inhibitors; AID 504834; P. falciparum luciferase reporter growth, 96 h; 320,000 compounds, 6.9% hits; further: potency means the concentration at half of the fitted maximal effect; on the % scale 0 is the no-effect control and ±100 the full control effect
#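 P. falciparum expressing integrated firefly luciferase, in erythrocytes at 2% hematocrit, 0.05% parasitemia, incubated with compounds 96 h at 37 C, 5% CO2. Growth inhibition read as loss of luminescence; two-generation exposure targets delayed-death apicoplast inhibitors.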
# FBPA Giardia inh: blocks Giardia fructose-bisphosphate aldolase activity | A8B2U2 | purified Giardia FBPA | Potency, µM (top dose mostly 59.6 µM), without a hit: at the highest dose activity, negative = inhibition, hits mostly inhibitors | 290,000 compounds, 0.71% hits; further: potency means the concentration at half of the fitted maximal effect; on the % scale 0 is the no-effect control and ±100 the full control effect; nearly all actives have a fitted effect of over 55% in size
# Target sequence (A8B2U2 whole entry, looked up): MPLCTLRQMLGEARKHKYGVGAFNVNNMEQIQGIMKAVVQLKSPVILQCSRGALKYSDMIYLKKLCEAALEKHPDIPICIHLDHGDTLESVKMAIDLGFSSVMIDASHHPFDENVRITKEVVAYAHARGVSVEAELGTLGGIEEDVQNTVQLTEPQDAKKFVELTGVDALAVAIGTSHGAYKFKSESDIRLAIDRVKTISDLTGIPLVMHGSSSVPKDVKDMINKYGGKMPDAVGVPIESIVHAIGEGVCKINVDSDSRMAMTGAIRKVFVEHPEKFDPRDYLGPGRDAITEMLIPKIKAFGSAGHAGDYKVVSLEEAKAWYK
#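 Giardia FBPA (40 nM reagent) was preincubated 10 min at RT with compound (up to 57.5 uM final), then substrate plus GAPDH/TPI/NAD/arsenate coupling system with diaphorase/resazurin was added; resorufin fluorescence (525/598 nm) was read after 20 min.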
# Shiga inhibitor: Shiga toxin inhibition. Vero cells, Shiga toxin protein synthesis inhibition reporter. inhibition, % at 38.7 µM. 290,000 compounds, 9.2% hits. AID 2315; in the data active means inhibition mostly above about 28%, no sharp cut-off; inactive means mostly below about 43%; further: 0% is about no effect
# * = called active by the depositor; ? = inconclusive; / = not tested or not shown; & = joins results of further samples; [ ] = dose if it differs, or a comment. Unless noted, the call rests on the fitted dose curve; in most records, active means well fitted curve in the direction sought with a large enough effect; inconclusive means small, poorly fitted or top-dose-only effect, or another doubt; inactive means no such curve, though single readings can be large; an effect the other way counts as inactive or inconclusive.
1) CC(C(=O)Nc1ccccc1)N(C)CCOc1ccc(Br)cc1 (configuration not stated)
2) CCN(CCCn1c(=S)[nH]c2ncccc2c1=O)c1ccccc1
3) Oc1ccccc1C(=S)N1CCCCCC1
4) O=C(Nc1ccccc1)c1ccc(F)c(S(=O)(=O)N2CCOCC2)c1
5) Cc1cc(C)nc(OC(C(=O)O)C(OCC(C)C)(c2ccccc2)c2ccccc2)n1 (configuration not stated)
6) COCCCNC(=O)CS(=O)(=O)Cc1nc(-c2cccc(OC)c2)oc1C
7) Cc1ccc(CNC(=O)CN(C)S(=O)(=O)c2cccc3cccnc23)cc1
8) Clc1cccc(Cl)c1CSc1nnc([C@@H]2CCCN2)o1

screen / no.	1	2	3	4	5	6	7	8
Sm TGR block	2%	3%	-6%	0%	-8%	?	9%	-1%
FBPA Giardia inh	6%	-2%	-16%	-5%	-1%	-2%	0%	-11%
Pf growth 96h	72%[activator]	?	/	?	-6%	33%[activator]	?	45%[activator]
Shiga inhibitor	-8	-13	-5	25	-5	-17	4	21
Pf growth 48h	?	?	21%	?	7%	35%[activator]	/	6%
CHX counter	-2	-3	-3	14	-2	2	-2	-1

# Continued, starting with the last four of the part before.
5) Cc1cc(C)nc(OC(C(=O)O)C(OCC(C)C)(c2ccccc2)c2ccccc2)n1 (configuration not stated)
6) COCCCNC(=O)CS(=O)(=O)Cc1nc(-c2cccc(OC)c2)oc1C
7) Cc1ccc(CNC(=O)CN(C)S(=O)(=O)c2cccc3cccnc23)cc1
8) Clc1cccc(Cl)c1CSc1nnc([C@@H]2CCCN2)o1
9) CCC(=O)Nc1ccc(OC)cc1OC
10) Cc1ccc(Cn2cccc2C2=NC(C)CO2)cc1 (configuration not stated)
11) O=C(Nc1cccnc1Cl)c1cc(-c2ccc(Br)cc2)on1
12) COc1cc(CCC(=O)Nc2cccc(S(=O)(=O)N(C)C)c2)cc(OC)c1OC
13) Cc1cccc(N2CCN(Cc3nc(-c4cccc(Cl)c4)oc3C)CC2)n1
14) CN(Cc1ccccc1)CC(O)COc1ccc(CNCc2cc3ccccc3s2)cc1 (configuration not stated)
15) OC(C#Cc1ccccn1)c1cccs1 (configuration not stated)
16) Cc1cc(C(=O)N2CC(C)CC(C)C2)n(-c2ccccc2)n1 (configuration not stated)

screen / no.	5	6	7	8	9	10	11	12	13	14	15	16
Sm TGR block	-8%	?	9%	-1%	-3%	-3%	3%	1%	-9%[57.1 µM]	-2%	1.4µM*	-5%
FBPA Giardia inh	-1%	-2%	0%	-11%	-1%	0%	3%	1%	-4%	10%	?	1%
Pf growth 96h	-6%	33%[activator]	?	45%[activator]	15%	?	-18%	-17%	-52%	4.1µM*	-13%	43%[activator]
Shiga inhibitor	-5	-17	4	21	14	1	16	-9	-3	-3	48*	4
Pf growth 48h	7%	35%[activator]	/	6%	17%	/	37%[activator]	28%	?	?	10µM*	-19%
CHX counter	-2	2	-2	-1	1	12	-4	7	1	-1	51*	-3

17) CCN(Cc1cnn(C)c1)C(=O)c1cc(COc2ccc3c(c2)CCCC3)on1
18) C[C@H](NC(=O)c1nc[nH]c1C(=O)N[C@@H](C)C(=O)OC(C)(C)C)C(=O)OC(C)(C)C
19) O=C(Nc1ccccc1)N1CCCN(c2c(Cl)cncc2Cl)CC1
20) COc1ccc(OCCCC(=O)Nc2cc(S(=O)(=O)N3CCCCC3)ccc2OC)cc1
21) O=C(OCc1nnc(-c2ccccc2)o1)c1ccc(-n2cnnn2)cc1
22) O=C1CCCN1c1cccc(Br)c1
23) CC1(C)CC(CC(=O)O)(c2ccccc2)CCO1 (configuration not stated)
24) O=C1C(=O)N(CCS(=O)(=O)c2ccccc2)c2ccc(F)cc21

screen / no.	17	18	19	20	21	22	23	24
Sm TGR block	-13%	1%	-3%	-7%	-7%	1%	-1%	0%
FBPA Giardia inh	/	-25%	0%	/	/	4%	2%	/
Pf growth 96h	-20%	?	?	9.3µM*	26%	-20%	-19%	9.3µM*
Shiga inhibitor	-15	-10	-15	/	/	15	5	6
Pf growth 48h	3%	9.3µM*	?	12µM*	14%	27%	-2%	?
CHX counter	1	-6	-1	/	/	1	-2	2

25) Cc1csc(=O)n1CCC(=O)OCC(=O)c1c(N)n(C)c(=O)n(C)c1=O
26) CN(CC(=O)NCCc1ccc(F)cc1)Cc1ccc(Br)cc1
27) CCN(CC)S(=O)(=O)c1cccc(NC(=O)CN(C)Cc2cccc(OC)c2)c1
28) COc1ccc(NC(=O)CN(C)CC(=O)NCC(=O)Nc2ccc(F)cc2)cc1
29) O=C(CSc1nnc(CNC(=O)c2ccco2)o1)Nc1ccccc1C(F)(F)F
30) CCc1noc(C)c1C(=O)NNC(=O)c1ccccc1Cl
31) CCCOC1CCCN(C(=O)c2ccc3oc(C(C)C)nc3c2)C1 (configuration not stated)
32) O=C(NCCCN1CCCC1=O)c1cc(COc2ccc(F)cc2F)on1

screen / no.	25	26	27	28	29	30	31	32
Sm TGR block	-7%	10%	-6%	-4%	0%	-6%	6%	1%
FBPA Giardia inh	/	-3%	?	/	/	/	/	/
Pf growth 96h	-3%	14%	?	0%	-1%	5%	34%[activator]	?
Shiga inhibitor	/	16	-19	/	9	/	94*	2
Pf growth 48h	41%[activator]	36%[activator]	?	17%	11%	21%	8%	-10%
CHX counter	/	-3	-4	/	3	/	38*	16

33) O=C(O)CCC(=O)NCc1c(Cl)cccc1Sc1ccc(Cl)cc1
34) COc1ccc(CSC(=N)N)cc1[N+](=O)[O-]
35) CCn1c2ccccc2c2cnc(N=CN(C)C)c(C#N)c21
36) CCOC(=O)c1ccc(N2C(=O)CC(N3CCC(O)(c4ccc(Cl)cc4)CC3)C2=O)cc1 (configuration not stated)
37) O=C(/C=C/c1ccco1)NC(=S)Nc1cccc(C(=O)O)c1
38) COc1ccc(C2c3cc(OC)c(OC)cc3CCN2C(=O)c2cccc([N+](=O)[O-])c2)cc1OC (configuration not stated)
39) COc1ccc(Nc2cc(Nc3cc(OC)c(OC)c(OC)c3)ncn2)cc1
40) O=C(Cn1ccc(NC(=O)OCc2ccccc2)nc1=O)NCCCc1ccccc1

screen / no.	33	34	35	36	37	38	39	40
Sm TGR block	-1%	11%	-2%	22µM*	4.5µM*	-2%	8%	-3%
FBPA Giardia inh	10%	-12%	-13%	4%	?	8%	7%	/
Pf growth 96h	4%	2%	?	0%	?	9.3µM*	6%	22%
Shiga inhibitor	-6	-5	-23	-6	45*	-18	-4	/
Pf growth 48h	16%	/	?	-14%	/	?	?	-1%
CHX counter	0	-5	-2	-2	23*	-5	-2	/

41) N#Cc1sc2nc(C3CC3)cc(-c3ccccc3)c2c1N
42) CC(=O)Nc1cccc(NC(=O)c2cccc3cccnc23)c1
43) CCn1c(=O)cc(OCC(=O)N2CCN(c3cccc(C(F)(F)F)c3)CC2)c2ccccc21
44) O=C(O)c1ccccc1NC(=O)c1cc2ccccc2oc1=O
45) CCCCn1c(=O)c2c(nc3n2CCCN3Cc2ccccc2)n(C)c1=O
46) CCCC[n+]1ccc(-c2nc3ccc([N+](=O)[O-])cc3[nH]2)cc1
47) O=C(NCc1ccccc1)c1onc(CSc2ccc(Cl)cc2)c1C(=O)NCc1ccccc1
48) COc1cccc(CNC(=O)N2CCN(c3ccccc3Cl)CC2)c1

screen / no.	41	42	43	44	45	46	47	48
Sm TGR block	9%	1%	9%	3%	11%	5%	8%	-2%
FBPA Giardia inh	1%	-2%	0%	-16%	6%	-5%	-6%	0%
Pf growth 96h	9%	20%	43%[activator]	?	?	?	?	8%
Shiga inhibitor	13	32	-1	-3	-16	6	-4	2
Pf growth 48h	15%	?	-10%	17%	5.2µM*	?	-5%	15%
CHX counter	-2	19*	-1	-2	-4	7	-3	2

49) COCCCNC(=S)NC(=O)c1ccc([N+](=O)[O-])cc1
50) COC(=O)c1ccc(CN(c2ccc(C(=O)O)c(O)c2)S(=O)(=O)c2ccc(Cl)c([N+](=O)[O-])c2)cc1
51) Cc1ccc(NC(=O)CSc2nnc(-c3cccs3)o2)cc1S(=O)(=O)N1CCCCC1
52) COc1ccccc1C(=O)NNC(=O)c1nn(Cc2ccccc2)c(=O)c2ccccc12
53) Cc1ccc(S(=O)(=O)C(C#N)c2nc3ccccc3nc2N2CCN(C)CC2)cc1 (configuration not stated)
54) COc1cccc(CNC(=O)CN2C(=O)COc3ccc(S(=O)(=O)N4CCCCC4)cc32)c1
55) C/C(=N\NC(=O)CC#N)c1cc2ccccc2oc1=O
56) Cc1cccc(NC(=O)Nc2ccc([N+](=O)[O-])cc2)n1

screen / no.	49	50	51	52	53	54	55	56
Sm TGR block	?	-30%	2%	4%	5%	3%&-6%	-3%	-2%
FBPA Giardia inh	-13%	-2%	6%	?	-14%	/	1%	2%
Pf growth 96h	167%[activator]	-17%	?	?	36%[activator]	?	?	13%
Shiga inhibitor	34*	23	-16	1	-13	11	29*	19
Pf growth 48h	34%[activator]	-18%	8%	?	16%	-30%	0%	10%
CHX counter	28*	7	-4	5	-4	-2	16*	15

# Entries above that contain bromine (4):
1) CC(C(=O)Nc1ccccc1)N(C)CCOc1ccc(Br)cc1 (configuration not stated)
11) O=C(Nc1cccnc1Cl)c1cc(-c2ccc(Br)cc2)on1
22) O=C1CCCN1c1cccc(Br)c1
26) CN(CC(=O)NCCc1ccc(F)cc1)Cc1ccc(Br)cc1

screen / no.	1	11	22	26
Sm TGR block	2%	3%	1%	10%
FBPA Giardia inh	6%	3%	4%	-3%
Pf growth 96h	72%[activator]	-18%	-20%	14%
Shiga inhibitor	-8	16	15	16
Pf growth 48h	?	37%[activator]	27%	36%[activator]
CHX counter	-2	-4	1	-3

# Other structures follow:
57) N#C/C(=C/c1ccc([N+](=O)[O-])cc1)C(N)=O
58) CCc1nc(SCC(=O)O)c(C#N)c2c1CCCC2
59) CCOC(=O)c1cccc(NC(=O)CSc2nnnn2CC)c1
60) COc1ccc(CC(=O)NNC(=O)c2ccc(Br)o2)cc1
61) Cc1cccc(C)c1NC(=O)CS(=O)CC(=O)N1CCN(c2ccccc2)CC1 (configuration not stated)
62) O=C(CCN1CCOCC1)N1CCc2c([nH]c3ccccc23)C1c1cccc(Cl)c1 (configuration not stated)
63) COc1ccccc1CCc1nnc(CCC(=O)NC(C)Cc2cccnc2)o1 (configuration not stated)
64) O=C(O)c1cccc(N2C(=O)c3cccc4cccc(c34)C2=O)c1

screen / no.	57	58	59	60	61	62	63	64
Sm TGR block	-35%	3%	1%	-32%	-9%	0%	5%	2%
FBPA Giardia inh	-19%	22%	-1%	/	13%	3%	8%	17%
Pf growth 96h	8%	?	-8%	-8%	36%[activator]	?	-1%	-18%
Shiga inhibitor	-9	-19	7	-12	-9	6	-13	6
Pf growth 48h	0%	0%	-3%	-5%	-2%	-11%	12%	-3%
CHX counter	-3	-3	-3	2	-5	-4	2	7

# Assay outcomes deposited in PubChem BioAssay by National Center for Advancing Translational Sciences (NCATS).
